Gal4-VP16 FLuc: Gal4-VP16 reporter inhibition counter-screen; AID 2546; 3.5% of 310,000 active; Potency, µM (doses to about 53.6 µM), inactives show at the top dose activity, negative = inhibition, hits mostly inhibitors; Drosophila S2 Gal4-VP16 UAS-luciferase, luminescence, 20 h;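 note: Gal4-VP16 expression switched on by copper sulfate through the metallothionein promoter; potency is the fitted concentration of half-maximal effect; % is set by controls: 0 for no effect and ±100 for the full control effect; nearly all actives have a fitted effect of over 50% in size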
FLuc modulator: counter-screen for miR-21 project: firefly luciferase inhibitors or activators; P08659; purified FLuc, Km substrates, luminescence inhibition; Potency, µM (titrated, usually from 57.5 µM), without a hit: top-dose activity change, negative = inhibition, actives largely listed as inhibitors; 6.9% of 360,000 active;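 note: potency is the fitted concentration of half-maximal effect; plate controls were vehicle for no effect and reference inhibitor for full effect; nearly all actives have a fitted effect of over 55% in size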
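Purified P. pyralis luciferase, 10 nM final, with Km-level 10 uM D-luciferin and 10 uM ATP in 50 mM Tris acetate pH 7.5, 10 mM Mg acetate, 0.01% Tween-20, 0.05% BSA; 6-point qHTS titration about 60 µM downward; luminescence read.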
NPC1 prom act: activates the NPC1 promoter. Huh7 NPC1 promoter luciferase reporter, 24 h. 2.4% of 320,000 active. Potency, µM (doses to about 9.22 µM), without a hit: at the highest dose activation, hits mostly activators;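 note: potency is the fitted concentration of half-maximal effect; % of control where 0% means no effect; nearly all actives have a fitted effect of over 60% in size; reporter is driven by a mutant NPC1 promoter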
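Readout is luciferase luminescence, reflecting NPC1 promoter activation in stably transfected Huh7 cells after 24 h compound exposure at 37 °C in reduced-serum medium with 10% FBS.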
p53 reactivation: restores transcriptional activity of mutant p53 | H1299 p53-A138V BP100-luciferase reporter, luminescence, 24 h | Potency, µM (highest dose often 92.2 µM), without a hit: top-dose activity change, positive = activation, actives largely listed as activators | AID 504706 | 0.063% of 320,000 active; note: potency is the fitted concentration of half-maximal effect; % of control where 0% means no effect; nearly all actives have a fitted effect of over 45% in size
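H1299 (p53-null), stable ts p53-A138V + BP100-Luc; 1000 cells/well, Opti-MEM/10% FBS; cpd 4 pt, 1:5; 24 h, 37 deg C, 5% CO2; detection reagent 10 min RT; luminescence.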
Rab9 promoter act: activators of Rab9 promoter; 2.8% of 320,000 active; Potency, µM (top dose mostly 9.22 µM), for the others: top-dose activation, negative = inhibition, most hits filed as activators; Huh7 Rab9 promoter-luciferase reporter, luminescence, 24 h; note: potency is the fitted concentration of half-maximal effect; % of control where 0% means no effect; nearly all actives have a fitted effect of over 60% in size
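Huh7 cells stably carrying Rab9 promoter–luciferase reporter, plated 1500 cells/well, compound added after 2 h and incubated 24 h at 37 °C; luciferase luminescence then read after 10 min with detection reagent.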
TRPV1 ag: activates the human vanilloid receptor TRPV1; Q8NER1; AID 540275; TRPV1-expressing cells, Fluo-8 calcium influx, agonist mode; activation, % at 8.33 µM; 0.19% of 320,000 active; in the data active = activation above about 80%; inconclusive = between about 30% and that limit; note: 0% is about no effect
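Fluo-8 calcium influx in TRPV1-expressing cells, kinetic read (ex 480/em 520 nm). Compound added and read 3 min for agonist activity, followed by capsaicin at EC20 final and 2 min further read for enhancement.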
ELG1 genotoxic: genotoxicity induction in ELG1-luciferase HEK293T cells; 1.3% of 330,000 active; Potency, µM (highest dose often 46 µM), inactives show at the top dose activity change, positive = activation, hits mostly activators; HEK293T ELG1-luciferase reporter, luminescence, 16 h; AID 504466; note: potency is the fitted concentration of half-maximal effect; % of control where 0% means no effect; nearly all actives have a fitted effect of over 60% in size
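Cells (2,000/well) expressing the ELG1-luciferase fusion are dosed by pin tool and kept 16 hr at 37 °C, 5% CO2. Signal comes from ONE-Glo luciferase reagent after 30 min at room temperature.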
BRCA1 expr up: increases BRCA1 expression | MCF7-BRCA1-FFLuc reporter, luminescence, 48 h; response scale: scaled: vehicle 0%, 10 µM genistein 100% | Potency, µM (series often up to 46.1 µM), for inactives: at the highest dose activation, hits mostly activators | 1.1% of 380,000 active | AID 624202; note: potency is the fitted concentration of half-maximal effect; nearly all actives have a fitted effect of over 80% in size; some results filed as inactive show a strong effect at the top dose
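MCF7-BRCA1-FFLuc cells, 2000/well in phenol-red-free MEM, attached 2 h then treated 48 h at 37 C. Luciferase luminescence read 15 min after reagent; normalized to genistein maximum activation (10microM) and DMSO, concentration-response fitted.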
Tb PFK inh: blocks T. brucei phosphofructokinase. O15648. T. brucei PFK, ADP-Glo luminescence. Potency, µM (doses to about 57.5 µM), for the others: top-dose activity, negative = inhibition, hits mostly inhibitors. 0.17% of 330,000 active;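 note: potency is the fitted concentration of half-maximal effect; 0% = uninhibited 1x PFK enzyme wells and -100% = no-enzyme wells; nearly all actives have a fitted effect of over 60% in size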
Target sequence (O15648 whole entry, looked up): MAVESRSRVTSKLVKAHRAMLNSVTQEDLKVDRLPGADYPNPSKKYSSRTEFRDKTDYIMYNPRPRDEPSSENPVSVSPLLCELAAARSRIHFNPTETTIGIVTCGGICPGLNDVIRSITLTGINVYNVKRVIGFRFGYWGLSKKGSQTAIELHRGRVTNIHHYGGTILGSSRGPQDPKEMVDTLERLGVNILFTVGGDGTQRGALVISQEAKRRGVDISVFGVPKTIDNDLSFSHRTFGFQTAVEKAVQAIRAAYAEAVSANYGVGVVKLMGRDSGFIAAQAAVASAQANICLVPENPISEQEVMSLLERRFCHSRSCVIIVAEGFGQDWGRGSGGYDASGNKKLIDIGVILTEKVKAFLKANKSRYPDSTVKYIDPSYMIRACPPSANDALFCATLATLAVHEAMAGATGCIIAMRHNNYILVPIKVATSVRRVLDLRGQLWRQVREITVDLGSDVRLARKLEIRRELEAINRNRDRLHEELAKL
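Activity is normalized to no-enzyme wells (full inhibition) and 1.25 nM enzyme wells (no inhibition). Reaction: 0.5 mM F6P, 0.1 mM ATP, 45 min RT, ADP-Glo luminescence; concentration-response curves fitted and classed by quality.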
ELG1 DNA repair: inhibitors of ELG1-dependent DNA repair in HEK293T cells; HEK293T ELG1-luciferase reporter, luminescence, 16 h; DNA damage induced by 5-fluorouridine; Potency, µM (highest dose often 46.1 µM), inactives show at the top dose activity change, negative = inhibition, usual class: inhibitors; 2.3% of 330,000 active; AID 504467; note: potency is the fitted concentration of half-maximal effect; % is set by controls: 0 for no effect and ±100 for the full control effect; nearly all actives have a fitted effect of over 55% in size
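In this reporter screen, reduction of luminescence relative to DMSO vehicle indicated activity. Compounds and 5-fluorouridine were added together to 2,000 cells per well, incubated for 16 hr at 37 °C, then developed with ONE-Glo.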
RORgamma inh: ROR gamma (mouse) transcription inhibition; 5.4% of 310,000 active; Potency, µM (series often up to 53.6 µM), for inactives: at the highest dose activity change, negative = inhibition, usual class: inhibitors; Drosophila S2 Gal4-RORgamma UAS-luciferase reporter, 20 h; note: potency is the fitted concentration of half-maximal effect; % is set by controls: 0 for no effect and ±100 for the full control effect; nearly all actives have a fitted effect of over 60% in size
Target sequence (P51450 whole entry, looked up, the tested form may be a part): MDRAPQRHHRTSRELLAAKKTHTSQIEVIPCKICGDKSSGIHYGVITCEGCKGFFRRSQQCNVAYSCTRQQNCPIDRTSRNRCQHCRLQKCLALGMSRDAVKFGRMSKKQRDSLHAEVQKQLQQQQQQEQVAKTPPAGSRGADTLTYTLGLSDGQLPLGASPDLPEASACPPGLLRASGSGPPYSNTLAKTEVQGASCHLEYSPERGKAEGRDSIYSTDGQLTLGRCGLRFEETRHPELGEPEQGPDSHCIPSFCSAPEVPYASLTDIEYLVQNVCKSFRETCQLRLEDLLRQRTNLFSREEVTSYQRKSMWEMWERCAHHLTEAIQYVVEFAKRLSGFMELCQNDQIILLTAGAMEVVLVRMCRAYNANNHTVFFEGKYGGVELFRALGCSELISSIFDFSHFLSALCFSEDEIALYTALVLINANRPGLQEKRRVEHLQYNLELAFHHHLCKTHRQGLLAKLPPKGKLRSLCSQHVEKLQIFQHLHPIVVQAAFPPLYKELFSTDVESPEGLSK
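Drosophila S2 cells stably expressing Gal4-DBD/mouse RORγ fusion under metallothionein promoter plus UAS-luciferase; compound 1 h, then 700 uM CuSO4 induction for 20 h at ambient temperature; inhibition read as reduced luminescence.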
Numbers without * were called inactive; ? = inconclusive; · = no result given; & = joins results of further samples; [ ] = dose if it differs, or a comment. Unless noted, calls come from the whole dose curve; as a rule, active = well fitted curve in the direction sought with a large enough effect; inconclusive = small, poorly fitted or top-dose-only effect, or another doubt; inactive = no such curve, though single readings can be large; an effect the other way counts as inactive or inconclusive. Random draw from the library; 15% or so of the library scored in one or more.

smiles	Gal4-VP16 FLuc	FLuc modulator	NPC1 prom act	p53 reactivation	Rab9 promoter act	TRPV1 ag	ELG1 genotoxic	BRCA1 expr up	Tb PFK inh	ELG1 DNA repair	RORgamma inh
O=C(COC(=O)c1ccccc1OCc1ccc(Cl)cc1)NCC1CCCO1 (centres undefined)	·	·	·	-3%	·	·	0%	-3%	0%	?	·
COc1ccc(CCNC(=O)CN(c2cc(C)cc(C)c2)S(=O)(=O)c2c(C)noc2C)cc1OC	-7%	3%	-3%	0%	-3%	0	-4%	-26%	0%	-2%	-19%
Cc1ccc(C)c(/C(O)=C2/C(=O)C(=O)N(CCN3CCOCC3)C2c2ccc(C)o2)c1 (centres undefined)	-9%	-1%	-2%	?	-2%	-5	3%	-2%	1%	10%	-28%
CC(C)c1ccc(S(=O)(=O)N2CCN(CCC(=O)Nc3ccc(N(C)C)cc3)CC2)cc1	14%	-1%	0%	-9%	-2%	-3	5%	-14%	0%	?	-29%
CCOC(=O)c1c(C)[nH]c(C=Nc2ccc(OC)cc2)c1O	21%	21µM*	4µM*	?	2.2µM*	1	?	6.3µM*	-1%	?	?
Cc1c(NC(=O)C(C)OC(=O)c2cc(Cl)ccc2O)c(=O)n(-c2ccccc2)n1C (centres undefined)	-2%	3%	-3%	-1%	6%	0	3%	0%	1%	2%	21%
O=C1CC(c2cccc([N+](=O)[O-])c2)c2c(ccc3ccccc23)N1 (centres undefined)	-1%	1%	-16%	?	-8%	5	-6%	-48%	0%	?	-3%
O=c1c(-c2ccnn2-c2ccc(F)cc2)cnc2n1CCS2	2%	0%	3%	1%	-1%	4	0%	-2%	-1%	9%	26%
CCn1cc(CN2CCCC(CNS(=O)(=O)c3ccc(OC)cc3)C2)cn1 (centres undefined)	·	-2%	-4%	·	-1%	1	-1%	7%	-1%	12%	·
O=C(NC1CCN(Cc2ccccc2)CC1)c1cc(-c2ccccn2)nc2ccccc12	-1%	3%	·	·	·	0	·	-9%	·	·	-3%
COc1ccc(NC(=O)CCN2C(=O)NC3(CCCC3)C2=O)cc1Cl	·	4%	1%	-6%	-2%	-1	1%	8%	1%	-3%	·
CCCC(=O)NCCc1nc2ccccc2n1CC(=O)c1ccccc1	-3%	-1%	-2%	-4%	-6%	0	3%	-12%	9%	-8%	14%
COc1ccccc1NS(=O)(=O)c1ccc2oc(=O)ccc2c1	-11%	-1%	0%	15%	0%	9	1%	-20%	0%	-1%	-8%[1.91 µM]
O=C1NC(c2ccc3c(c2)OCO3)Oc2ccccc21 (centres undefined)	-5%	-1%	-1%	-2%	-3%	3	0%	-2%	3%	2%	-1%
COc1ccc(-n2nnc3c(SCC(=O)NCc4ccco4)ncnc32)cc1	-12%	9.5µM*	-4%	?	-10%	3	5%	-68%	-4%	-10%	-28%
Cc1cccc(OCCCC(=O)NC(C)C)c1	1%	4%	-6%	0%	1%	3	-3%	12%	0%	0%	0%
COc1ccc(NC(=S)N2CCC(NC(=O)c3ccco3)CC2)cc1	-13%	1%	-2%	-2%	0%	-1	3%	-21%	-3%	-2%	-11%
Cc1cccc(N2CCN(C(=O)CN3C(=O)NC(C)(C)C3=O)CC2)c1C	8%	-19%	26%	10%	27%	·	4%	80%	0%	?	4%
Cc1c(C(=O)Nc2ccccc2N2CCOCC2)sc2nc3n(c(=O)c12)CCC3	2%	7%	3%	2%	-8%	8	3%	·	2%	9%	10%
O=C(/C=C/c1ccc2c(c1)OCO2)Nc1nc(-c2ccccc2)cs1	-2%	3µM*	-4%	8%	-2%	0	-6%	-32%	0%	18µM*	28%
CCN(CC)C(NC(=O)c1ccccc1)C(=O)c1ccccc1 (centres undefined)	25%	-18%	-2%	9%	4%	3	17%	-10%	-1%	?	4%
Cc1ccc(C(=O)c2ccccc2C(=O)OCC(=O)NCC2CCCO2)cc1 (centres undefined)	-11%	4%	-1%	-4%	-1%	0	-1%	-4%	-3%	3%	-26%
CCCN(C#N)c1nc(NCC)nc(NC(C)C)n1	-4%	0%	-2%	-9%	-8%	4	0%	-17%	3%	12%	23%
O=C(CSc1ccc2nnc(-c3ccc(Cl)cc3)n2n1)N1CCc2ccccc21	-2%	-1%	0%	0%	-5%	0	-4%	0%	-1%	27%	4%
COc1ccc(NC(=O)Cc2ccc(Cl)cc2Cl)cn1	0%	4%	0%	2%	-5%	1	-3%	31%	-30%	-3%	38%
Cc1cc(NC(=O)C(C)Oc2ccc(C(C)(C)C)cc2)no1 (centres undefined)	5%	2%	-3%	-9%	-2%	?	-2%	6%	0%	0%	-3%
CCOC(=O)COc1ccc(S(=O)(=O)NCCC2=CCCCC2)cc1	2%	3%	-3%	5%	-1%	-7	-7%	-24%	-10%	-1%	-12%
C[C@@H](NC(=O)c1[nH]cnc1C(=O)Nc1nccs1)c1ccccc1	·	5%	-3%	-4%	3%	1	12%	-6%	0%	?	·
Fc1ccccc1N1CCN(CCCc2ccccc2)CC1	4%	-2%	0%	7%	2%	-2	-4%	10%	-3%	18%	-6%
O=C(NC1CCCN(Cc2ccc(Cl)cc2)C1)c1ccccc1C(F)(F)F (centres undefined)	2%	5%	-3%	-26%	-1%	2	0%	10%	-4%	2%	0%
COc1cccc(-c2ccc(C#N)c(OC(=O)c3c(Cl)cccc3Cl)n2)c1	-4%	1%	0%	-2%	3%	3	-4%	-58%	-1%	?	4%
CCN1C(c2ccccc2)C(C)C(=O)C(C)C1c1ccccc1 (centres undefined)	?	7%	-6%	10%	-2%	3	1%	0%	3%	0%	39%
Cc1ccc(NC(CNS(=O)(=O)c2ccc(Cl)cc2)c2ccccc2)cc1 (centres undefined)	-25%	4%&5%	-1%	-3%	3%	6	-1%	-65%	0%	43%	?
CCCn1c(-c2ccc(OC)cc2)nc2ccccc21	-16%	?	-2%	16%	-5%	12	-2%	-31%	0%	11%	?
Cc1ccc(S(=O)(=O)N/N=C\c2ccc3c(c2)OCO3)c(C)c1	2%	-7%	-1%	13%	-1%	-1	2%	17%	2%	-18%	-6%
C=CCC(C)(NCc1ccccc1)c1ccco1 (centres undefined)	-1%	9%	1%	11%	0%	-2	2%	-7%	-5%	1%	-11%
O=C1ON=C(c2ccc(Cl)c([N+](=O)[O-])c2)/C1=C/c1cccc([N+](=O)[O-])c1O	·	0%	-5%	29%	-1%	-2	2%	-2%	0%	?	·
Cc1ccc2c(c1)/C(=C/c1ccco1)C(=O)N2	-4%	?	7%	-1%	1%	10	-4%	-11%	-3%	-2%	-10%
COc1ccc(CCNc2ncnc3c2c(C)c(C)n3CCO)cc1OC	?	?	-16%	-3%	-5%	2	-9%	1%	6%	23µM*	?
CCC(CC)C(=O)N1CC(=O)Nc2ccc(F)cc2C1c1ccc(F)cc1 (centres undefined)	-1%	1%	-10%	6%	2%	11	-1%	-18%	-3%	-7%	2%
OC(COc1ccc(Br)cc1)CN1CCOCC1 (centres undefined)	4%	8%	2%	11%	3%	0	2%	-5%	2%	-5%	-1%
O=C1COc2ccc(C(=O)COC(=O)c3c(F)cccc3Cl)cc2N1	·	?	0%	24%	-7%	7	1%	0%	-6%	?	·
CCN(CC(=O)Nc1ccccc1C(F)(F)F)C(=O)c1ccccc1Cc1ccccc1	·	6%	0%	-2%	-5%	?	-13%	-35%	-8%	-7%	·
CCOC(=O)c1oc2ccc(OC)cc2c1NC(=O)CN1CCN(C)CC1	-6%	1%	0%	-7%	-1%	-1	7%	1%	-5%	?	6%
COc1cccc(C2NC(=O)c3ccccc3O2)c1OCc1ccccc1F (centres undefined)	4%[10 µM]	-13%	0%	-1%	-2%	6	-13%	-22%	-4%	11%	-27%
CN(C(=O)c1ccc(NC(=O)Cc2cccc(NC(=O)C3CCCN(C(=O)C4CCCCC4)C3)c2)cc1)C1CCCC1 (centres undefined)	·	-2%	-1%	?	1%	1	-3%	-5%	8%	?	·

3 entries from above, sorted by number of heavy atoms, largest number first:
smiles	Gal4-VP16 FLuc	FLuc modulator	NPC1 prom act	p53 reactivation	Rab9 promoter act	TRPV1 ag	ELG1 genotoxic	BRCA1 expr up	Tb PFK inh	ELG1 DNA repair	RORgamma inh
CC(C)c1ccc(S(=O)(=O)N2CCN(CCC(=O)Nc3ccc(N(C)C)cc3)CC2)cc1	14%	-1%	0%	-9%	-2%	-3	5%	-14%	0%	?	-29%
CCC(CC)C(=O)N1CC(=O)Nc2ccc(F)cc2C1c1ccc(F)cc1 (centres undefined)	-1%	1%	-10%	6%	2%	11	-1%	-18%	-3%	-7%	2%
COc1ccccc1NS(=O)(=O)c1ccc2oc(=O)ccc2c1	-11%	-1%	0%	15%	0%	9	1%	-20%	0%	-1%	-8%[1.91 µM]

Screening results: PubChem, National Center for Advancing Translational Sciences (NCATS)
